All columns: NCI-60 one-dose screen, growth in % after 48 h at 10 µM unless noted; 100 = growth as untreated, 0 = no growth, -100 = all killed.
MOLT-4 – MOLT-4 leukemia cells; 6.9% of 80,000 active; AID 1794779
RPMI-8226 – RPMI-8226 leukemia cells | 7.5% of 77,000 active | AID 1794781
HOP-62 – HOP-62 NSCLC. 3.9% of 80,000 active
HOP-92 – HOP-92 NSCLC cells; 6.3% of 71,000 active; AID 1794738
EKVX – EKVX NSCLC | 3% of 71,000 active | AID 1794765
CCRF-CEM – CCRF-CEM leukemia; 7% of 77,000 active
A549/ATCC – A549/ATCC NSCLC | 3.7% of 81,000 active
M14 – M14 melanoma | 6.2% of 80,000 active
The depositor's hits bear a star; & = joins results of further samples; ! = a repeat was not active. The calls were made as follows: active = growth percent below 10; inactive = the rest.

What do the screens show for `[N-]=[N+]=CC(=O)OCC(N)C(=O)O` (configuration not stated)?
MOLT-4: 23.4; HOP-62: 37.2; EKVX: 56.0; A549/ATCC: 15.7; M14: 19.8

What do the screens show for `O=C1NC(=O)C(C2CCCCCC2)C(=O)N1`?
MOLT-4: 89.3; HOP-62: 104.5; HOP-92: 111.0; EKVX: 117.7; CCRF-CEM: 101.5; A549/ATCC: 108.7; M14: 112.0

How did CC(C)OC1CCCC(O)C1CC(=O)O (configuration not stated) do in these assays?
MOLT-4: 105.8; RPMI-8226: 100.5; HOP-62: 96.2; HOP-92: 166.6; EKVX: 99.4; CCRF-CEM: 93.5; A549/ATCC: 98.3; M14: 105.3

How did CC(=O)c1ccc(N2CCN(C)CC2)cc1 do in these assays?
MOLT-4: 103.4; RPMI-8226: 104.3; HOP-62: 101.0; HOP-92: 103.8; EKVX: 103.9; CCRF-CEM: 110.9; A549/ATCC: 104.6; M14: 100.3

How did CCCCCCc1cc(O)c2c3c(c(=O)oc2c1)CCC(C)C3 (configuration not stated) do in these assays?
MOLT-4: 82.6; RPMI-8226: 90.9; HOP-62: 103.9; HOP-92: 91.2; CCRF-CEM: 93.1; A549/ATCC: 89.2; M14: 102.2

Results for CN(C)[C@@H]1C(=O)C(C(=O)NCN(CCCl)CCCl)=C(O)[C@@]2(O)C(=O)C3=C(O)c4c(O)cccc4[C@@](C)(O)[C@H]3C[C@@H]12 ?
MOLT-4: 81.5&84.9; RPMI-8226: 53.8&59.9; HOP-62: 89.9&78.9; HOP-92: 64.2&73.8; EKVX: 104.6&103.0; CCRF-CEM: 79.5&92.1; A549/ATCC: 67.1&75.3; M14: 97.2&91.7

How did C[C@H](N)[C@H](O)c1ccc(O)c(O)c1 do in these assays?
MOLT-4: 101.0; RPMI-8226: 96.6; HOP-62: 98.2; HOP-92: 65.4; EKVX: 108.3; CCRF-CEM: 97.8; A549/ATCC: 109.3; M14: 100.9

How did C[C@]12CCC(=O)CC1CC[C@@H]1C2CC[C@@]2(C)C1CC[C@@H]2OC(=O)CC[Se][Se]CCC(=O)O[C@H]1CCC2[C@@H]3CCC4CC(=O)CC[C@]4(C)C3CC[C@@]21C (some centres not stated) do in these assays?
MOLT-4: 90.1; RPMI-8226: 93.6; HOP-62: 82.4; EKVX: 31.9; CCRF-CEM: 100.2; A549/ATCC: 101.4; M14: 78.7

Results for CC1(C)COC(=O)C1Cl (configuration not stated) ?
MOLT-4: 102.1; RPMI-8226: 105.1; HOP-62: 108.3; HOP-92: 99.8; EKVX: 98.6; CCRF-CEM: 103.2; A549/ATCC: 96.9; M14: 121.7

What do the screens show for `CN1[C@@H](CC(=O)c2ccccc2)CCC[C@H]1CC(=O)c1ccccc1`?
MOLT-4: 110.8; RPMI-8226: 119.8; HOP-62: 110.2; HOP-92: 110.9; EKVX: 96.7; CCRF-CEM: 110.5; A549/ATCC: 93.8; M14: 103.7

What do the screens show for `Oc1c(Cl)cc(Cl)cc1Cl`?
MOLT-4: 92.8; RPMI-8226: 106.6; HOP-62: 90.6; HOP-92: 105.0; CCRF-CEM: 97.6; A549/ATCC: 104.4; M14: 105.3

What do the screens show for `NCCc1ccccn1`?
MOLT-4: 110.0&110.8; RPMI-8226: 103.3&98.1; HOP-62: 97.2; HOP-92: 93.5&64.3; EKVX: 93.1&101.2; CCRF-CEM: 103.0&109.2; A549/ATCC: 102.6&99.3; M14: 97.1&91.7

What do the screens show for `CC1CCCN(C(c2ccccc2)C(O)c2ccccc2)C1` (configuration not stated)?
MOLT-4: 82.6; RPMI-8226: 98.0; HOP-62: 87.7; HOP-92: 91.2; EKVX: 101.4; CCRF-CEM: 95.8; A549/ATCC: 87.4; M14: 93.5

What do the screens show for `C1CCC(N2CCOCC2)CC1`?
MOLT-4: 114.5&79.0&85.3; RPMI-8226: 111.7&92.1&100.4; HOP-62: 113.0&96.7&102.0; HOP-92: 86.2; EKVX: 120.0&90.6&104.6; CCRF-CEM: 110.0&121.5&86.5; A549/ATCC: 106.3&100.8&97.1; M14: 108.1&68.2&109.0

How did CCC(C)/C=C(C)/C=C/C(=O)c1c(O)c(-c2ccc(O)cc2)c[nH]c1=O (configuration not stated) do in these assays?
MOLT-4: 29.4; RPMI-8226: 41.6; HOP-62: 60.8; EKVX: 58.0; CCRF-CEM: 16.2; A549/ATCC: 63.1; M14: 79.1

How did COc1cccc(C=C(C#N)C#N)c1 do in these assays?
MOLT-4: 102.6; RPMI-8226: 102.7; HOP-62: 103.5; HOP-92: 98.7; EKVX: 105.5; CCRF-CEM: 96.4; A549/ATCC: 103.1; M14: 105.0

Results for CCCCN1CCCC[C@@H]1C(=O)N[C@H](C(=O)N(C)[C@H](CCc1nc(C(=O)N[C@@H](Cc2ccccc2)C[C@H](C)C(=O)OC)cs1)C(C)C)[C@@H](C)CC ?
MOLT-4: 34.7; RPMI-8226: 28.6; HOP-62: 56.9; HOP-92: 22.2; EKVX: 61.2; CCRF-CEM: 61.6; A549/ATCC: 58.8; M14: 48.6

How did O=C1NC(=O)C(=Cc2cccn2CCCCCn2c3ccccc3c(=O)c3ccccc32)C(=O)N1 do in these assays?
MOLT-4: 93.3; RPMI-8226: 92.0; HOP-62: 101.6; HOP-92: 90.4; EKVX: 105.2; CCRF-CEM: 100.3; A549/ATCC: 100.1; M14: 101.6

What do the screens show for `CC(=O)OC1C(OC/C2=C/C3[C@@H](C(C)C)CC=C(C)[C@@H]3CC(OC(=O)/C=C/c3cn(C)cn3)[C@]3(C)C=C[C@@]2(O)O3)OCC(O)C1O` (some centres not stated)?
MOLT-4: 35.8; RPMI-8226: 4.8*; HOP-62: 8.8*; HOP-92: 35.3; EKVX: 33.9; CCRF-CEM: 22.5; A549/ATCC: 27.9; M14: -35.7*

What do the screens show for `CC1=C[C@@]2(C)[C@@H](CC[C@@H]3[C@@H]2CC[C@]2(C)[C@@H](O)CC[C@@H]32)CC1=O`?
MOLT-4: 85.3&95.2; RPMI-8226: 93.5&61.6; HOP-62: 106.9&100.4; HOP-92: 87.4&60.2; EKVX: 58.0&76.9; CCRF-CEM: 93.2&96.0; A549/ATCC: 72.5&91.3; M14: 80.3&107.4

What do the screens show for `CO[C@@H]([CH2][Hg][O]C(=O)c1ccccc1)[C@@H]([CH2][Hg][O]C(=O)c1ccccc1)OC`?
MOLT-4: 27.4; RPMI-8226: 92.2; HOP-62: 81.8; HOP-92: 113.5; EKVX: 109.6; CCRF-CEM: -6.6*; A549/ATCC: 95.6; M14: 79.5

How did [Cl][Hg][c]1ccc2ccccc2c1 do in these assays?
MOLT-4: -1.8*; RPMI-8226: -11.1*; HOP-62: -79.9*; EKVX: -48.6*; CCRF-CEM: 0.0*; A549/ATCC: 19.6; M14: -99.1*

Results for S=P(N1CCOCC1)(N1CC1)N1CC1 ?
MOLT-4: 99.1; RPMI-8226: 92.6; HOP-62: 110.1; HOP-92: 87.6; EKVX: 111.4; CCRF-CEM: 94.4; A549/ATCC: 81.4; M14: 115.6

Results for COc1ccc(C(=O)O)cc1OC ?
MOLT-4: 100.6; RPMI-8226: 90.9; HOP-62: 99.1; HOP-92: 73.7; EKVX: 109.0; CCRF-CEM: 91.7; A549/ATCC: 119.7

Of the compounds above, these contain a carbonyl joined to an NH by a bond outside any ring:
Results for CN(C)[C@@H]1C(=O)C(C(=O)NCN(CCCl)CCCl)=C(O)[C@@]2(O)C(=O)C3=C(O)c4c(O)cccc4[C@@](C)(O)[C@H]3C[C@@H]12 ?
MOLT-4: 81.5&84.9; RPMI-8226: 53.8&59.9; HOP-62: 89.9&78.9; HOP-92: 64.2&73.8; EKVX: 104.6&103.0; CCRF-CEM: 79.5&92.1; A549/ATCC: 67.1&75.3; M14: 97.2&91.7

Results for CCCCN1CCCC[C@@H]1C(=O)N[C@H](C(=O)N(C)[C@H](CCc1nc(C(=O)N[C@@H](Cc2ccccc2)C[C@H](C)C(=O)OC)cs1)C(C)C)[C@@H](C)CC ?
MOLT-4: 34.7; RPMI-8226: 28.6; HOP-62: 56.9; HOP-92: 22.2; EKVX: 61.2; CCRF-CEM: 61.6; A549/ATCC: 58.8; M14: 48.6

Other records follow:
What do the screens show for `C/C=C/CC(C)C(O)[C@H](NC(=O)[C@@H]1CCCN1C(=O)C(C)(C)NC(=O)CCCCCCCCC)C(=O)N[C@@](C)(CC)C(=O)N[C@@H](CCC(N)=O)C(=O)N[C@H](CCC(N)=O)C(=O)NC(C)(C)C(=O)NC(C)(C)C(=O)N[C@@H](CCC(N)=O)C(=O)N[C@H](CC(C)C)C(=O)N[C@H](CO)CC(C)C` (some centres not stated)?
MOLT-4: 54.7&18.8; RPMI-8226: 7.1*!; HOP-62: -12.3*!; HOP-92: 7.2*!; EKVX: 0.2*!; CCRF-CEM: 49.4&14.7; A549/ATCC: 99.8&78.8; M14: -43.6*!

Results for CCCC(C)(COC(N)=O)COC(=O)NC1CC1 (configuration not stated) ?
MOLT-4: 103.3; RPMI-8226: 97.4; HOP-62: 95.8; HOP-92: 105.5; EKVX: 95.5; CCRF-CEM: 101.9; A549/ATCC: 92.3; M14: 110.6

How did CN1C(=O)[C@@H](NC(=O)c2cc3ccccc3[nH]2)N=C(c2ccccc2)c2ccccc21 do in these assays?
MOLT-4: 90.6; HOP-62: 81.8; HOP-92: 96.0; CCRF-CEM: 99.1; A549/ATCC: 82.9; M14: 72.9

What do the screens show for `O=C1NC(=S)NC(=O)C1=Cc1ccccc1`?
MOLT-4: 114.8; RPMI-8226: 130.3; HOP-62: 100.8; EKVX: 111.4; A549/ATCC: 101.3; M14: 108.0

Results for COC(=O)[C@H](Cc1c[nH]c2ccccc12)NC(=O)[C@@H](OC)[C@@H]1Cc2cc3cc(OC4CC(OC5CC(O)C(O)C(C)O5)C(O)C(C)O4)c(C)c(O)c3c(O)c2C(=O)[C@H]1OC1CC(OC2CC(OC3CC(C)(O)C(O)C(C)O3)C(O)C(C)O2)C(O)C(C)O1 (some centres not stated) ?
MOLT-4: 0.8*; RPMI-8226: -5.6*; HOP-62: 9.7*; HOP-92: -13.9*; EKVX: 3.6*; CCRF-CEM: 5.7*; A549/ATCC: 12.7; M14: -60.2*

Results for CCc1cc2c(cc1O)C(C)(C)CCC2(C)C ?
MOLT-4: 100.4; HOP-62: 97.2; HOP-92: 106.0; EKVX: 100.0; CCRF-CEM: 102.6; A549/ATCC: 95.9; M14: 91.3

What do the screens show for `c1ccc2c(c1)-c1cccc3cccc-2c13`?
MOLT-4: 104.4; RPMI-8226: 109.7; HOP-62: 106.2; HOP-92: 82.3; EKVX: 109.1; CCRF-CEM: 101.1; A549/ATCC: 102.7; M14: 119.5

Results for N/N=C(N)/C(N)=N/N ?
MOLT-4: 100.3; RPMI-8226: 96.0; HOP-62: 102.9; HOP-92: 103.9; EKVX: 110.4; CCRF-CEM: 92.9; A549/ATCC: 109.4; M14: 104.1

What do the screens show for `CC(O)c1cccc(Br)c1` (configuration not stated)?
MOLT-4: 99.0; RPMI-8226: 121.7; HOP-62: 121.5; EKVX: 108.0; CCRF-CEM: 110.6; A549/ATCC: 98.2; M14: 108.0

Results for C[C@@]1(CCCCCCCCCc2ccc(O)cc2)C[C@]2(C)OC(=O)C[C@@H]2OO1 ?
MOLT-4: 78.0; RPMI-8226: 83.0; HOP-62: 104.4; HOP-92: 82.7; EKVX: 98.7; CCRF-CEM: 75.4; A549/ATCC: 99.4; M14: 99.8

How did O=C1OCCC1Br (configuration not stated) do in these assays?
MOLT-4: 106.7; RPMI-8226: 97.2; HOP-62: 105.1; HOP-92: 85.6; A549/ATCC: 99.8; M14: 109.1

What do the screens show for `COC(=O)c1ccc(OC)c(OC)c1`?
MOLT-4: 98.4; RPMI-8226: 98.4; HOP-62: 102.2; HOP-92: 100.1; EKVX: 106.3; CCRF-CEM: 96.6; A549/ATCC: 101.5; M14: 109.4

Results for S=C1NP(=S)(S)Nc2ccccc21 (configuration not stated) ?
MOLT-4: 101.5; RPMI-8226: 99.4; HOP-62: 99.3; HOP-92: 98.4; EKVX: 92.6; CCRF-CEM: 102.0; A549/ATCC: 108.6; M14: 97.5

What do the screens show for `Nc1nc(N)c2c3c([se]c2n1)CCCCC3`?
MOLT-4: 96.3; RPMI-8226: 93.7; HOP-62: 87.0; HOP-92: 83.9; EKVX: 89.1; CCRF-CEM: 96.7; A549/ATCC: 97.6; M14: 102.1

Results for CC1(C)N=C(N)N=C(N)N1c1cccc(CCCCc2ccc(Cl)c(S(=O)(=O)F)c2)c1 ?
MOLT-4: 38.3; RPMI-8226: 45.7; HOP-62: 33.6; HOP-92: 41.3; EKVX: 51.5; CCRF-CEM: 28.1; A549/ATCC: 10.6; M14: 39.0

What do the screens show for `Cc1cc(N(CCCl)CCCl)ccc1/C=N\NC(=O)c1ccncc1`?
MOLT-4: 58.8; RPMI-8226: 90.6; HOP-62: 79.4; HOP-92: 97.0; EKVX: 94.3; CCRF-CEM: 68.2; A549/ATCC: 78.4; M14: 90.4

What do the screens show for `COC(=O)c1ccc(NC(=O)Oc2ccc(N(CCCl)CCCl)cc2)cc1`?
MOLT-4: 15.1; RPMI-8226: 68.7; HOP-62: 55.3; CCRF-CEM: 22.1; A549/ATCC: 41.5; M14: 52.6

What do the screens show for `N#C/C=C/C#N`?
MOLT-4: 117.1; RPMI-8226: 114.6; EKVX: 111.5; CCRF-CEM: 106.7; M14: 111.6

Pulled one by one from above, 3 records:
How did CCCCCCc1cc(O)c2c3c(c(=O)oc2c1)CCC(C)C3 (configuration not stated) do in these assays?
MOLT-4: 82.6; RPMI-8226: 90.9; HOP-62: 103.9; HOP-92: 91.2; CCRF-CEM: 93.1; A549/ATCC: 89.2; M14: 102.2

How did C[C@]12CCC(=O)CC1CC[C@@H]1C2CC[C@@]2(C)C1CC[C@@H]2OC(=O)CC[Se][Se]CCC(=O)O[C@H]1CCC2[C@@H]3CCC4CC(=O)CC[C@]4(C)C3CC[C@@]21C (some centres not stated) do in these assays?
MOLT-4: 90.1; RPMI-8226: 93.6; HOP-62: 82.4; EKVX: 31.9; CCRF-CEM: 100.2; A549/ATCC: 101.4; M14: 78.7

Results for S=P(N1CCOCC1)(N1CC1)N1CC1 ?
MOLT-4: 99.1; RPMI-8226: 92.6; HOP-62: 110.1; HOP-92: 87.6; EKVX: 111.4; CCRF-CEM: 94.4; A549/ATCC: 81.4; M14: 115.6

The list is partial, so the mix of outcomes need not match the whole.
